Screening results from PubChem.
TEAD-YAP inh = TEAD-YAP interaction inhibition, primary screen, TEAD-YAP interaction inhibitor project, luminescence, HEK-TIYL cells; TEAD-Gal4/YAP UAS-luciferase luminescence; inhibition, % at 9.12 µM; 640,000 compounds, 1.4% hits; AID 1259422, 2018; in the data active = inhibition above about 32%;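 also: 0% = median of test compound wells and 100% = reference inhibitor wells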
MITF inh = MITF inhibitors, primary screen, biochemical, AlphaScreen, human. AlphaScreen MITF homodimerization, bead proximity signal. inhibition, % at 2.6 µM. AID 1259374, 2018. 650,000 compounds, 0.91% hits; in the data active = inhibition above about 50%;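 also: 0% = vehicle wells with protein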
GPR151 ag = activators of human GPR151, primary screen, cell-based, PathHunter beta-arrestin, luminescence; G-protein coupled receptor 151 (Homo sapiens), Q8TDV0; PathHunter beta-arrestin GPR151 cells; activation, % at 11.2 µM; 650,000 compounds, 1% hits; in the data active = activation above about 4.9%;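 also: 0% = median of compound wells and 100% = cells with positive control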
Target sequence (Q8TDV0 whole entry, looked up): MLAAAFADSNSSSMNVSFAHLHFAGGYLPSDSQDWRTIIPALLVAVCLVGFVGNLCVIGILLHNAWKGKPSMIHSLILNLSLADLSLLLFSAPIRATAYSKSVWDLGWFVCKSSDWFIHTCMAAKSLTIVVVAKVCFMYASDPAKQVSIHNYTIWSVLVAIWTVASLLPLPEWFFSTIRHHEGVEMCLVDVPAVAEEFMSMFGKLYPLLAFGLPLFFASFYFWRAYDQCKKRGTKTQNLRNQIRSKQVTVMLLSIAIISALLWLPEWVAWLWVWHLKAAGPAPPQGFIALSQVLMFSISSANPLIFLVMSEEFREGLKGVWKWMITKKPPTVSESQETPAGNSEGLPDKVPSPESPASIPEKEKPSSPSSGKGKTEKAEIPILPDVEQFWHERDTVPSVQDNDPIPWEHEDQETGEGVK
FBW7 activator = FBW7 E3 ligase activators, primary screen, biochemical, AlphaScreen, human. AID 1259310, 2017. 650,000 compounds, 0.13% hits. AlphaScreen FBW7–phospho-cyclin E peptide binding, activator screen. F-box/WD repeat-containing protein 7 (Homo sapiens), Q969H0. normalized activity (activation), % at 26.1 µM; in the data active = normalized activity above about 1.9%;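 also: purified mutant Fbw7 with reduced substrate affinity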
Target sequence (Q969H0 whole entry, looked up): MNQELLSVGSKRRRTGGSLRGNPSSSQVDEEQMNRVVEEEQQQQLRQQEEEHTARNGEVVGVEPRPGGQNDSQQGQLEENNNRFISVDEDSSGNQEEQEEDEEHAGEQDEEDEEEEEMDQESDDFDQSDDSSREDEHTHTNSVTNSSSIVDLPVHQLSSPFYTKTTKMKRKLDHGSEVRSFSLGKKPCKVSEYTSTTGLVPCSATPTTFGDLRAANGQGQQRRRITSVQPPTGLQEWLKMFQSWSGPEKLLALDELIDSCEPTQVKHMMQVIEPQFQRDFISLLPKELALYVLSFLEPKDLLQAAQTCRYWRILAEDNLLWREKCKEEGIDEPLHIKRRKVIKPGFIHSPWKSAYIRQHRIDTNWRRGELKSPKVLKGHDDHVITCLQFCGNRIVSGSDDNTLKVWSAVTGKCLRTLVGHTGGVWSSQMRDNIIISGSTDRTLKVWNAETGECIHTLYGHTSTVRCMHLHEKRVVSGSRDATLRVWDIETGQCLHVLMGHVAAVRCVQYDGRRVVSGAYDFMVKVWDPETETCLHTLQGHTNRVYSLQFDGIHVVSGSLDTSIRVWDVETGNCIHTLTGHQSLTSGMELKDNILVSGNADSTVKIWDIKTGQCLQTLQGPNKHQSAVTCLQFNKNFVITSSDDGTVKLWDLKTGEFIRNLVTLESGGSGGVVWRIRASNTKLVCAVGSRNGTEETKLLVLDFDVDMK
Numbers without * were called inactive; & = joins results of further samples.

The opening 2 compounds as a preview:
SMILES | TEAD-YAP inh | MITF inh | GPR151 ag | FBW7 activator
O=S(=O)(Cc1ccccc1)NCC1CCCN(Cc2cccc3c2OCO3)C1 (stereo not given) | 0.4 | 5.6 | 0.2 | 0.1
O=C(CCS(=O)(=O)Cc1ccccc1)N1CCCc2ccccc21 | 8.0 | 19.8 | -1.2 | 0.3

This part in full, from the start:
SMILES | TEAD-YAP inh | MITF inh | GPR151 ag | FBW7 activator
O=S(=O)(Cc1ccccc1)NCC1CCCN(Cc2cccc3c2OCO3)C1 (stereo not given) | 0.4 | 5.6 | 0.2 | 0.1
O=C(CCS(=O)(=O)Cc1ccccc1)N1CCCc2ccccc21 | 8.0 | 19.8 | -1.2 | 0.3
CCNC(=O)[C@@H]1C[C@@H](NC2CCN(Cc3ccccc3)CC2)CN1C/C=C/c1ccccc1 | 5.8 | -7.4 | -0.3 | 0.0
Cc1cc(N2CCOCC2)nc(N2CCN(C(=O)c3cccc(Br)c3)CC2)n1 | 19.7 | -2.2 | 0.3 | 0.5
COc1ccccc1C(C)NCC(=O)Nc1cc(C)on1 (stereo not given) | -1.4 | 2.0 | -0.7 | -0.1
CCC1C(=O)N=C(SCC(=O)Nc2ccc(S(N)(=O)=O)cc2)N(c2ccccc2)C1=O (stereo not given) | 9.4 | -2.5 | -1.5 | -0.1
Cc1nnc(NC(=O)CSc2nnc(CNC(=O)c3ccc(S(=O)(=O)N4CCOCC4)cc3)n2-c2ccc(F)cc2)s1 | 6.7 | 2.2 | -1.2 | 0.5
N#Cc1c(-c2ccc(F)cc2)cc2c(c1N)c(=O)oc1ccccc12 | -5.1 | -4.5 | 0.7 | 0.1
CCCC(C)NC(=O)c1ccc(Cl)cc1 (stereo not given) | -17.1 | -0.7 | -1.0 | -0.2
COCCC(=O)Nc1ccc2c(c1)CN(C(=O)Cc1nonc1C)CC2 | 2.8 | 0.6 | 1.0 | 0.0
Cc1nc2cc(C(=O)NCCN3CCOCC3)ccc2n1-c1ccc(F)cc1F | -0.2 | 1.2 | -0.1 | 0.0
N#Cc1c(-c2ccccc2)cc(-c2ccc(Cl)cc2)c(C#N)c1N | 3.8 | -4.3 | -0.1 | 0.1
CC(Cc1ccccn1)NC(=O)c1ccc(OC2CCN(Cc3ccccn3)CC2)cc1 (stereo not given) | 4.2 | 5.0 | -1.4 | 0.0
O=C(NCc1ccco1)c1cc(-c2ccc(Cl)c(Cl)c2)on1 | -1.6 | 6.2 | 0.3 | 0.1
CC(C)c1ccc(NC(=O)CSCC(=O)Nc2ccccc2)cc1 | 0.9 | 8.1 | -1.9 | -0.1
COc1cc(OC)cc(-c2nnc(NC(=O)C(C)C)o2)c1 | 5.2 | 15.4 | -2.5 | 0.2
COc1cc(S(=O)(=O)N(Cc2ccco2)Cc2ccccc2F)ccc1-n1cnnn1 | 6.3 | 4.9 | -0.2 | 0.1
CCOc1cc(/C=C/C2C=C(C(F)(F)F)NC(=O)N2)ccc1OC (stereo not given) | -6.5 | -2.1 | 1.4 | -0.1
Cc1c(NC(=O)CSc2nc3ccccc3c(=O)n2C)c(=O)n(-c2ccccc2)n1C | 0.6 | 6.5 | 1.0 | 0.5
O=C(Cn1cnc2ccccc2c1=O)Nc1cccc(C(=O)c2ccccc2)c1 | 4.7 | -1.3 | 2.1 | -0.2
CC(=O)OCC12c3ccccc3C(COC(C)=O)(c3ccccc31)C1C(=O)N(c3ccccc3)C(=O)C12 (stereo not given) | 4.1 | -6.4 | 0.3 | -0.2
Fc1ccc(Nc2nc(NCc3ccccc3)c3ccccc3n2)cc1 | 42.0* | -0.9 | 2.1 | 0.0
COc1ccccc1CN1C[C@@H]2C[C@@H](c3cccc(Cl)c3)N3CCC[C@@]23C1=O | 2.7 | -16.6 | 0.8 | 0.1
Cc1ccccc1CSc1nnc2ccc(-c3ccc(F)cc3)nn12 | 3.1 | -1.6 | 0.0 | -0.2
Cc1ccc(SCCNC(=O)CN2C(=O)c3ccccc3S2(=O)=O)cc1 | 1.7 | 17.5 | -1.6 | 0.4
Cc1cc2c(=O)n(Cc3ccco3)c(SCC(=O)NCC3CCCO3)nc2s1 (stereo not given) | -1.2 | 22.0 | 0.5 | 1.1
CCN1CCN(Cc2ccc(NC(=O)Nc3ccc(OC)cc3)cc2)CC1 | -33.2 | 22.0 | 3.1 | 0.7
O=C(NCCC1=CCCCC1)c1ccc(N2CC3CC(C2)c2cccc(=O)n2C3)c(NS(=O)(=O)c2ccc(Cl)cc2)c1 (stereo not given) | -24.0 | 24.9 | 2.8 | -0.3
COc1cc(NC(=O)CS(=O)(=O)c2ccc(C)cc2)cc(OC)c1OC | 2.5 | 12.5 | 6.0* | 0.2
CN(CCc1cnn(C)c1)C1CCC(=O)N(Cc2ccc(F)c(F)c2)CC1 (stereo not given) | -1.4 | 7.4 | 1.2 | -0.1

Full records as entered above. Values in the order: TEAD-YAP inh	MITF inh	GPR151 ag	FBW7 activator
`CCN1CCN(Cc2ccc(NC(=O)Nc3ccc(OC)cc3)cc2)CC1` across the screens: -33.2	22.0	3.1	0.7
`N#Cc1c(-c2ccccc2)cc(-c2ccc(Cl)cc2)c(C#N)c1N` across the screens: 3.8	-4.3	-0.1	0.1
`Cc1cc(N2CCOCC2)nc(N2CCN(C(=O)c3cccc(Br)c3)CC2)n1` across the screens: 19.7	-2.2	0.3	0.5
`CCNC(=O)[C@@H]1C[C@@H](NC2CCN(Cc3ccccc3)CC2)CN1C/C=C/c1ccccc1` across the screens: 5.8	-7.4	-0.3	0.0
`O=C(Cn1cnc2ccccc2c1=O)Nc1cccc(C(=O)c2ccccc2)c1` across the screens: 4.7	-1.3	2.1	-0.2

Going on with the list.
SMILES | TEAD-YAP inh | MITF inh | GPR151 ag | FBW7 activator
CCOC(=O)C1=C(C)NC2=C(C(=O)CC(c3cccs3)C2)C1c1ccccc1OC (stereo not given) | 1.7&6.0 | 9.9&-3.4 | 3.1&-0.6 | 0.1&0.0
COc1ccccc1N1CCN(c2ncnc3sc(C(=O)N4CCC5(CC4)OCCO5)c(C)c23)CC1 | 6.0 | 17.8 | 0.9 | 0.3
CC1=C(C(=O)NCCCN2CCN(c3ccc(F)cc3)CC2)C2(CCCCC2)OC1=O | 4.4 | 1.2 | -0.3 | -0.3
O=C(CSc1cccc[n+]1[O-])Nc1ccc2c(c1)CCC2 | -18.7 | 19.1 | -0.5 | 0.4
CC(C)(C)C(=O)Nc1nnc(SCc2cccc(F)c2)s1 | -41.1 | 0.1 | -0.8 | -0.1
CC(NC(=O)CCc1nnc(-c2ccc3c(c2)OCO3)o1)c1cccc2ccccc12 (stereo not given) | -7.4 | 3.2 | 1.1 | 0.0
O=C(O)c1ccc2[nH]c3c(c2c1)CSCC3 | -0.9 | 14.3 | 2.0 | -0.3
COC(=O)c1ccc(OCC(O)CN(Cc2ccccc2)Cc2ccccc2)cc1 (stereo not given) | -4.9 | 7.0 | -0.1 | -0.2
O=C(OCCN1C(=O)c2cccc3c(N4CCCCC4)ccc(c23)C1=O)c1ccc(Br)cc1 | 3.8 | 2.3 | 0.9 | 0.0
COc1ccc(Cl)cc1C(=O)Nc1ccnc2c1c(=O)n(C)c(=O)n2C | -0.8 | 1.3 | -0.6 | 0.1

Results in FBW7 activator, for 6 of the compounds above:
Molecule	FBW7 activator
CC(NC(=O)CCc1nnc(-c2ccc3c(c2)OCO3)o1)c1cccc2ccccc12 (stereo not given)	0.0
O=C(OCCN1C(=O)c2cccc3c(N4CCCCC4)ccc(c23)C1=O)c1ccc(Br)cc1	0.0
CCOC(=O)C1=C(C)NC2=C(C(=O)CC(c3cccs3)C2)C1c1ccccc1OC (stereo not given)	0.1&0.0
CC(C)(C)C(=O)Nc1nnc(SCc2cccc(F)c2)s1	-0.1
CC1=C(C(=O)NCCCN2CCN(c3ccc(F)cc3)CC2)C2(CCCCC2)OC1=O	-0.3
COc1ccc(Cl)cc1C(=O)Nc1ccnc2c1c(=O)n(C)c(=O)n2C	0.1

Remaining list, next part:
SMILES | TEAD-YAP inh | MITF inh | GPR151 ag | FBW7 activator
CC1=Nc2ccccc2N=C(NC(=O)/C=C/C(=O)O)C1c1ccccc1 (stereo not given) | -62.7 | 10.2 | 0.4 | -0.1
C(=NCc1ccccc1)c1c[nH]c2ccccc12 | 6.3 | -2.1 | 0.0 | 0.7
c1cncc(CSc2ccc(-c3cccnc3)nn2)c1 | -18.6 | 4.3 | 7.0* | 0.3
O=C1CCCC1Sc1nnnn1-c1ccc(Cl)cc1 (stereo not given) | -2.5 | 14.3 | -0.5 | 0.2
Cc1ccc(-c2nc(C=Nc3cc(Cl)ccc3C)c(O)o2)cc1 | 9.9 | 36.1 | 1.4 | 0.4
COc1ccc(C(=O)OCC(=O)c2ccc(Cl)s2)cc1[N+](=O)[O-] | 11.9 | -3.5 | -1.0 | 0.1
Cc1cccc(NC(=O)NCc2noc3ccccc23)n1 | 0.9 | -7.0 | 5.6* | 0.0
CCc1ccc(NC(=O)CC(=O)Nc2ccc3nc4n(c(=O)c3c2)CCCCC4)cc1 | 12.2 | 11.1 | -1.0 | 0.6
COc1ccc(NC(=O)/C(=C\c2cccs2)NC(=O)c2ccc(C)c(C)c2)cc1 | -5.5 | -5.5 | 2.1 | 0.0
CC1CCCCC1NC(=O)C1CCN(S(=O)(=O)c2cnc[nH]2)CC1 (stereo not given) | -8.4 | -11.5 | 0.5 | -0.1
COc1ccc(CN2CCN(Cc3ccccc3)C(CCO)C2)cc1OC (stereo not given) | 11.8 | 4.6 | -1.3 | 0.3
CN(C)CCNS(=O)(=O)c1ccc(Oc2ccc(-c3nnco3)cc2)c([N+](=O)[O-])c1 | 4.9 | 0.7 | -0.5 | 0.2
CCOc1cc(C(=O)NCCc2ccc(OC)c(OC)c2)cc(OCC)c1OCC | -7.3 | -4.7 | -2.1 | 0.1
O=S(=O)(NCc1ccccn1)c1cccc(S(=O)(=O)c2cccc(S(=O)(=O)NCc3ccccn3)c2)c1 | -6.8 | 0.7 | 1.8 | -0.2
COC(=O)c1sc(NC(=O)c2ccc(Cl)c(Cl)c2)c(C(N)=O)c1C | 3.4 | 3.9 | 1.3 | 0.0
COc1ccc(OC)c(N/N=C2\CCCNC2=O)c1 | -0.4 | -16.7 | 0.4 | -0.2
CC(C)N1CCN(Cc2ccc(C#CC(C)(C)O)s2)CC1CCO (stereo not given) | -6.2 | -21.0 | 0.9 | 0.1
NC(C(=O)Nc1ccc(-c2ccncn2)cc1)c1ccc(F)cc1F (stereo not given) | -8.0 | -2.9 | -0.6 | -0.2
CCOC(=O)CSc1nnc(-c2ccncc2)n1N | 8.5 | 9.8 | 1.3 | -0.3
COC(=O)C(Cc1ccccc1)NC(=O)c1cc([N+](=O)[O-])cc([N+](=O)[O-])c1 (stereo not given) | 5.9 | 14.8 | -0.4 | 0.0
CC(C)(C)OC(=O)NCCC(=O)N1CCC(C(=O)Nc2ccc3[nH]ncc3c2)C1 (stereo not given) | -1.9 | -4.5 | -0.3 | -0.1
C/C(=N\NC(=O)COc1ccc2ccccc2c1)c1ccc(Br)s1 | 3.5 | 18.7 | 1.8 | 0.1
COc1ccc2c(c1)-c1c(ssc1=S)C(C)(C)N2C(=O)C(C)C | -7.4 | -4.1 | -0.6 | -1.1
CCOC(=O)N1CCN(S(=O)(=O)c2ccc(C(=O)Nc3nc(-c4ccc([N+](=O)[O-])cc4)cs3)cc2)CC1 | 2.1 | 0.5 | 1.0 | 0.0
Cc1cccc(C)c1N(C)S(=O)(=O)c1ccc2[nH]cc(C(=O)NCc3ccccn3)c(=O)c2c1 | 3.9 | 6.0 | 0.7 | -0.6
Cc1cc(NC(=O)Nc2cccs2)ccc1Br | -54.2 | -0.5 | -0.4 | -0.1
COc1ccc(C2SCC(=O)N2CCc2ccccc2)cc1 (stereo not given) | 3.0 | 12.0 | -0.4 | 0.8
Cc1ccc(Cl)cc1NC(=O)C(C)N(c1ccccc1)S(C)(=O)=O (stereo not given) | -3.0 | -5.3 | 3.3 | 0.2
O=C(CCn1cnc2ccccc2c1=O)Nc1ccccc1Br | 3.9 | 3.5 | -0.4 | -0.1
COc1ccccc1NC(=O)C1=C(C)NC(=O)NC1c1ccccc1Cl (stereo not given) | -4.4 | 5.1 | 0.2 | 0.2
COc1ccc(NC(=O)c2ccc(S(C)(=O)=O)cc2Cl)cc1 | -20.8 | 7.3 | -0.9 | 0.1
O=C(NCc1cccc(C(F)(F)F)c1)c1ccnc(Nc2ccccn2)c1 | 3.1 | -4.8 | 2.7 | -0.1
COCC(=O)N1CCc2cc(OC)c(OC)cc2C1c1cc2ccc(C)cc2[nH]c1=O (stereo not given) | 7.4 | 5.4 | 0.6 | 0.1
Cn1c(=O)cc(OCC(=O)NC2CCN(Cc3ccccc3)CC2)c2ccccc21 | -14.3 | -15.6 | -0.5 | 0.0
O=C(O)CN1C(=O)c2ccc(Oc3ccc4c(c3)C(=O)N(CC(=O)O)C4=O)cc2C1=O | -1.0 | -0.7 | 0.5 | 0.3
O=C1N/C(=N/N=C/c2ccco2)SC1Cc1ccc(Cl)cc1 (stereo not given) | -1.7 | 21.8 | -2.4 | -0.2
CSc1ccccc1S(=O)(=O)C(C)(C)C | 1.5 | 8.4 | 2.8 | -0.1
c1ccc(-c2ccc(OCCOCCn3cncn3)cc2)cc1 | -28.8 | 47.7 | 0.8 | 0.1
COc1ccc(CN2CCN(Cc3ccc(OC)c(O)c3)CC2CCO)cc1C (stereo not given) | 7.5 | 0.4 | 2.3 | -0.1
